Assay outcomes as filed in PubChem BioAssay.
USP2a block: blocks human ubiquitin-specific protease USP2a. O75604. USP2 core, Ub-CHOP2 coupled fluorogenic reporter, 485/531. Potency, µM (highest dose often 38.3 µM), without a hit: top-dose activity change, negative = inhibition, hits mostly inhibitors. actives 0.01% (n = 330,000). AID 463254;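 further: potency means the concentration at half of the fitted maximal effect; plate controls were DMSO wells for no effect and full inhibition by NEM control for full effect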
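Deubiquitinase activity read as fluorescence (485/531 nm) after Ub-CHOP2 cleavage activates the enterokinase reporter on its substrate; USP2 core 10nM, Ub-CHOP2 and substrate 25nM each, 30min compound preincubation then 60min RT; data normalized to NEM, curves fitted.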
Giardia killer: kills Giardia lamblia | Giardia lamblia trophozoite viability | actives 0.15% (n = 340,000) | activity change, % at 7.66 µM, hits read low; in the data active means activity change below about -80%; inconclusive means between about -30% and that limit;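 further: parasites exposed to compound for two days anaerobically before the ATP read; on the % scale 0 is the no-effect control and ±100 the full control effect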
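Trophozoites 100 cells/well + cpd; 48 hrs, 37 deg C, anaerobic. ATPLite 1-Step added, 15-30 min RT, luminescence read (ATP-based viability).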
FBPA coupling cs: counter-screen for Giardia aldolase inhibitors: coupling enzyme system. actives 0.67% (n = 290,000). activity change, negative = inhibition, % at 58.2 µM, hits read low. AID 2472. coupling enzyme system counterscreen, AmpLite Red fluorescence; in the data active means activity change below about -30%; further: on the % scale 0 is the no-effect control and ±100 the full control effect
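First, compound is pin-transferred into glyceraldehyde-3-phosphate coupling-enzyme reagent at 57.5 uM final and held 10 min at RT. Next, substrate, coupling system and AmpLite Red are added. After 20 min RT, fluorescence (525/598 nm) is read.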
Menin MLL FP TR: menin-MLL binding inhibition, Texas Red mutant peptide; AID 1768; Potency, µM (series often up to 61.6 µM), without a hit: at the top dose FP activity change, negative = inhibition, hits mostly inhibitors; O00255; actives 0.23% (n = 270,000); Menin + Texas Red MLL mutant peptide, fluorescence polarization; active means well fitted inhibition curve with a large enough effect in the polarisation, with a control signal flat, not every such curve was filed as active; inconclusive means small, poorly fitted or top-dose-only effect, or effect the other way, or a change in a side signal; inactive means no such curve, though single readings can be large or run the other way; the % refers to the polarisation; further: potency means the concentration at half of the fitted maximal effect; % of control where 0% means no effect; many of its hits are not listed in these tables
PKM2 activator: increases activity of human pyruvate kinase M2; P14618; purified PKM2, Kinase-Glo ATP luminescence, activation; response scale: 0% is enzyme alone, no compound; Potency, µM (top dose mostly 57.5 µM), inactives show at the top dose activation, hits mostly activators; actives 0.34% (n = 260,000); further: potency means the concentration at half of the fitted maximal effect; on the % scale 0 is the no-effect control and ±100 the full control effect; nearly all actives have a fitted effect of over 55% in size
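Purified hPK-M2 (>95% pure) converted ADP (0.1 mM final) to ATP with 0.5 mM PEP in 50 mM imidazole pH7.2, KCl, MgCl2, Tween 20, BSA; 1 h at room temperature. ATP detected by Kinase-Glo luminescence.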
TRPV1 ag: activates the human vanilloid receptor TRPV1 | Q8NER1 | AID 540275 | activation, % at 8.33 µM | TRPV1-expressing cells, Fluo-8 calcium influx, agonist mode | actives 0.19% (n = 320,000); in the data active means activation above about 80%; inconclusive means between about 30% and that limit; further: 0% is about no effect
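Fluo-8 calcium influx in TRPV1-expressing cells, kinetic read (ex 480/em 520 nm). Compound added and read 3 min for agonist activity, followed by capsaicin at EC20 final and 2 min further read for enhancement.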
hERG WT inh: blocks the wildtype human KCNH2 potassium channel; Q12809; U2OS, BacMam KCNH2, thallium flux FluxOr; stronger effect = lower value; activity change, % at 1.84 µM; actives 0.37% (n = 340,000);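 active means maximum activity change below -70%; inconclusive means maximum activity change between -70% and -50%; inactive means maximum activity change above -50%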; further: on the % scale 0 is the no-effect control and ±100 the full control effect
Target sequence (Q12809 whole entry, looked up): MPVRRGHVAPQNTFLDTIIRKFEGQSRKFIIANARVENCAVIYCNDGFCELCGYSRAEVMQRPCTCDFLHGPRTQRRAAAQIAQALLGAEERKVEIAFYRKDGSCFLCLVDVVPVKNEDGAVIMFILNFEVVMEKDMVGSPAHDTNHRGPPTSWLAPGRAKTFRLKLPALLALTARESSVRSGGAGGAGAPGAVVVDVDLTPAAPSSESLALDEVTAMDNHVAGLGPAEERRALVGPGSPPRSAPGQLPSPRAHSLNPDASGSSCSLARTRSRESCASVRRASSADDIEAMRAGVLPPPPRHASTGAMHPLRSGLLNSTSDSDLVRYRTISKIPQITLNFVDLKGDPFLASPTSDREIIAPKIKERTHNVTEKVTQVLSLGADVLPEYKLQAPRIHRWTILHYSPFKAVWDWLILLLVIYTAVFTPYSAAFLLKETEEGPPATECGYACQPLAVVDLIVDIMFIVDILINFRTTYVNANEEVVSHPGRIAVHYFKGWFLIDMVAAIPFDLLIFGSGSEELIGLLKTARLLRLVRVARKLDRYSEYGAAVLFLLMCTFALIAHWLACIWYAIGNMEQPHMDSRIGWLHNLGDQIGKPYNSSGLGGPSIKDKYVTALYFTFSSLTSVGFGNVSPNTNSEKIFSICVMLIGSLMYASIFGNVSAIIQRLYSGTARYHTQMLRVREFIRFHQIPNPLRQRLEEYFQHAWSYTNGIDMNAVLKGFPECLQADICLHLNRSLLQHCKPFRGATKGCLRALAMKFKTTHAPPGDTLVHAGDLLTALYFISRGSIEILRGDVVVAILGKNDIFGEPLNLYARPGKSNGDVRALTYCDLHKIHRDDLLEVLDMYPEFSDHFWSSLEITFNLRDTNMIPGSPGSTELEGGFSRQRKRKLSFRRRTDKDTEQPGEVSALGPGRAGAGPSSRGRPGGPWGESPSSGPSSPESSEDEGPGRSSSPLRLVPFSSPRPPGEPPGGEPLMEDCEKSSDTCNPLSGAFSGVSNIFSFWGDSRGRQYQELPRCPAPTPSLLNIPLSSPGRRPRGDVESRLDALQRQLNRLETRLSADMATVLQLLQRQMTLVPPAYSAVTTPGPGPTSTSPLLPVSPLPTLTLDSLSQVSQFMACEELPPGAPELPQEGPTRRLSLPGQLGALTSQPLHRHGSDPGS
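U2OS cells were transduced with wild-type KCNH2 virus (2.03 x 10^8 / mL) for 4 h at room temperature, then cultured overnight at 37 C. Thallium flux was read with FluxOr dye. Rate constants were normalized to DMSO controls.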
GALK inh: inhibitors of human galactokinase. P51570. Purified GALK, Kinase-Glo residual ATP luminescence. Potency, µM (top dose mostly 57.5 µM), for the others: at the highest dose activity change, negative = inhibition, most hits filed as inhibitors. actives 0.007% (n = 270,000). AID 1868; further: potency means the concentration at half of the fitted maximal effect; on the % scale 0 is the no-effect control and ±100 the full control effect
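Human GALK (5 nM) with 35 uM ATP and 100 uM galactose in 20 mM HEPES pH 8.0, 5 mM MgCl2, 60 mM NaCl, 1 mM DTT, 0.01% BSA. After 1 h at room temperature, leftover ATP was read by Kinase-Glo Plus luminescence.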
B2AR arrestin: agonists driving beta-arrestin recruitment to human beta2-adrenergic receptor. P07550. beta-arrestin recruitment to beta2AR, cell-based reporter. actives 0.02% (n = 330,000). AID 492947. Potency, µM (highest dose often 46.1 µM), for the others: top-dose activation, usual class: activators;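 further: potency means the concentration at half of the fitted maximal effect; 0% = DMSO controls and full agonism = EC100 isoproterenol or metaproterenol; nearly all actives have a fitted effect of over 65% in size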
KCNH2 3.1 inh: inhibitors of human KCNH2 3.1 potassium channel isoform; U2OS KCNH2 3.1, thallium flux FluxOr; stronger effect = lower value; activity change, % (tested at about 1.8 µM); actives 0.95% (n = 340,000);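 active means maximum activity change below -70%; inconclusive means maximum activity change from -70% to -50%; inactive means maximum activity change above -50%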;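 further: thallium influx rate constant from kinetic fluorescence after stimulation buffer; on the % scale 0 is the no-effect control and ±100 the full control effect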
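Normalized rate constant (relative to positive and negative DMSO controls) derived from a 2 min kinetic fluorescence read after stimulation; U2OS cells expressing the 3.1 isoform via virus at 1.77 x 10^8 /mL.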
CXXC DNA block: MLL CXXC-DNA interaction inhibition; MLL-CXXC / FITC-HOXA9 DNA fluorescence polarization; actives 0.037% (n = 290,000); Q03164; Potency, µM (highest dose often 115 µM), without a hit: top-dose activity change, negative = inhibition, hits mostly inhibitors; active means well fitted inhibition curve with a large enough effect in the polarisation, with a control signal flat, not every such curve was filed as active; inconclusive means small, poorly fitted or top-dose-only effect, or effect the other way, or a change in a side signal; inactive means no such curve, though single readings can be large or run the other way; the % refers to the polarisation; further: potency means the concentration at half of the fitted maximal effect
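Steps: dispense CXXC domain solution (7 uM) → pin compounds or unlabeled HOX-A9 DNA control → 5 min ambient → add FLSN-HOX-A9 solution (50 nM) → spin → 30 min ambient → fluorescence polarization. Tris pH 7.5/NaCl/DTT/BSA buffer.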
Active calls of the source: *; ? = inconclusive; nt = not tested or not shown; [ ] = remark or other dose. Unless noted, the call rests on the fitted dose curve; in most records, active means well fitted curve in the direction sought with a large enough effect; inconclusive means small, poorly fitted or top-dose-only effect, or another doubt; inactive means no such curve, though single readings can be large; an effect the other way counts as inactive or inconclusive. Only part of the results is shown; rates above refer to the full screens.

| cpd | compound | USP2a block | Giardia killer | FBPA coupling cs | Menin MLL FP TR | PKM2 activator | TRPV1 ag | hERG WT inh | GALK inh | B2AR arrestin | KCNH2 3.1 inh | CXXC DNA block |
| --- | --- | --- | --- | --- | --- | --- | --- | --- | --- | --- | --- | --- |
| 1 | COc1ccc(C2C(C#N)=C(N)Oc3cc(C)n(Cc4ccncc4)c(=O)c32)cc1 (stereo not given) | 2.5% | 21.2 | -0.3 | 21.3% | -0.9% | 0.9 | -0.1 | 2.5% | -0.5% | -8.0 | -8.8% |
| 2 | CCOc1ccc(NC(=O)N2CCC(C(=O)c3ccc(F)cc3)CC2)cc1 | 2.7% | 1.8 | 3.9 | 19.5% | 8.1% | -0.6 | 5.1 | nt | 0.1% | -5.0 | 5.8% |
| 3 | O=C(/C=C/c1cccc([N+](=O)[O-])c1)NCCSc1ccccc1 | -7.9% | 16.7 | 1.7 | ? | ? | 3.8 | 4.6 | 1.0% | 0.2% | -12.0 | 0.9% |
| 4 | O=C(COc1ccc([N+](=O)[O-])cc1)N(Cc1ccccc1)Cc1ccccc1 | -4.3% | -8.5 | 4.0 | 4.0% | -0.1% | -0.2 | 6.9 | 1.0% | -0.9% | 12.6 | 1.3% |
| 5 | COC(=O)c1cc(NC2c3ncccc3C(=O)N2Cc2ccccc2)cc(C(=O)OC)c1 (stereo not given) | -0.4% | -8.1 | 4.8 | -0.7% | 7.0% | -0.4 | 24.3 | -0.8% | -0.1% | 0.6 | -6.8% |
| 6 | O=Cc1cn(CC(=O)N2CCOCC2)c2ccccc12 | 1.6% | -14.7 | -2.9 | -5.8% | -2.4% | 0.8 | -11.1 | -1.5% | 0.4% | -3.4 | 3.4% |
| 7 | CC(NC(=O)COc1ccccc1)C(=O)NCc1ccc(S(N)(=O)=O)cc1 (stereo not given) | 0.4% | -12.5 | nt | nt | nt | nt | -7.1 | nt | -0.4% | 1.8 | nt |
| 8 | CCS(=O)(=O)C1=NSC2=NC(=O)/C(=C\c3cc(C)n(-c4cccc(OC)c4)c3C)C(=N)N21 | -3.9% | 21.3 | 1.8 | -9.5% | -3.7% | 0.0 | 1.6 | -0.5% | 0.0% | 8.1 | 6.3% |
| 9 | CCCC1CCC(=NNC(=O)OC(C)(C)C)CC1 (stereo not given) | 0.3% | 5.9 | -5.2 | -27.9% | -19.5% | 5.0 | -5.8 | -0.5% | -0.5% | -4.1 | ? |
| 10 | COc1ccc(/C=C/c2c(-c3cccc(C)c3)oc3ccc(-c4ccc5c(c4)OCO5)cc23)cc1 | 2.8% | 24.4 | 1.6 | 6.9% | -2.2% | -4.1 | 0.5 | nt | -0.7% | -6.9 | 4.4% |
| 11 | COc1ccc(-n2c(=S)[nH]c3cc(C(=O)NCCCN4CCCC4=O)ccc3c2=O)cc1OC | -0.6% | 8.8 | -1.6 | 4.4% | -2.8% | -0.6 | 5.4 | -0.8% | 0.0% | 21.2 | -0.3% |
| 12 | CCc1ccc(NC(=O)C(=O)N/N=C(\C)CC(=O)Nc2ccc(OC)cc2)cc1 | -2.1% | -16.9 | -0.2 | -17.0% | 1.2% | 13.3 | -0.3 | 4.7% | -0.6% | -3.6 | 15.5% |
| 13 | COc1ccc(C2/C(=C(/O)c3ccc(Br)cc3)C(=O)C(=O)N2C)cc1OC (stereo not given) | -1.1% | 6.6 | 8.8 | -26.5% | 1.8%[11.5 µM] | -1.5 | 10.8 | 6.8% | 4.1% | 2.2 | -13.4% |
| 14 | COc1ccc(CCC(C)NCC2CCCCC2)cc1 (stereo not given) | 3.4% | 7.2 | 1.7 | -17.2% | 9.3% | -0.1 | -4.1 | -0.1% | ? | -1.6 | -3.6% |
| 15 | O=C1COC(c2ccccc2)=CN1Cc1ccccc1 | 0.4% | 4.8 | nt | nt | nt | 22.9 | 2.4 | nt | 0.1% | 2.3 | nt |
| 16 | CC(=O)c1ccc(OCC(=O)OCc2cc(-c3ccco3)on2)cc1 | -0.4% | ? | nt | nt | nt | 10.9 | 20.2 | nt | 0.2% | -1.6 | nt |
| 17 | CCOC(=O)c1[nH]nc(N)c1NC(=O)c1ccc(Cl)cc1Cl | -0.1% | -0.5 | -3.7 | -6.6% | 2.9% | -1.8 | 5.7 | 0.2% | -0.9% | -26.2 | 23.3% |
| 18 | Cc1[nH]c2ccc(C(=O)NCC(C)(C)N3CCOCC3)cc2c1C | 1.5% | -10.0 | -3.7 | -10.8% | 0.7% | 1.4 | 0.3 | -0.6% | -0.2% | -1.9 | 11.7% |
| 19 | O=C(COC(=O)c1cc(S(=O)(=O)N2CCCCC2)ccc1N1CCOCC1)NC1CCCCC1 | 1.7% | -4.3 | -0.7 | -1.1% | 0.2% | 4.4 | -5.2 | 1.3% | -0.4% | 25.1 | 8.9% |
| 20 | O=C(NCCc1ccccc1)C(c1cccs1)N(C(=O)c1csnn1)C1CC1 (stereo not given) | 1.6% | 17.6 | 6.1 | -2.5% | -2.2% | 6.8 | -13.2 | 2.8% | -0.4% | 18.1 | 5.0% |
| 21 | COc1ccc(-c2nnn(CC(=O)N(CCCN3CCOCC3)C(C(=O)NC3CCCC3)c3ccc(C)o3)n2)cc1 (stereo not given) | 0.5% | 7.6 | 0.3 | -5.4% | 9.6% | 1.9 | 45.9 | -2.0% | -0.7% | 2.0 | -3.3% |
| 22 | COc1ccc(C2CC(c3cccs3)Nc3nnnn32)cc1 (stereo not given) | -0.3% | -1.6 | 4.7 | -7.0% | 4.1% | 2.7 | -7.0 | 4.2% | -0.2% | -0.4 | 5.2% |
| 23 | COc1ccc(OCc2cc(C(=O)N3CCCC(O)C3)no2)c2ccccc12 (stereo not given) | -1.6% | -11.4 | nt | nt | nt | ? | -21.7 | 2.1% | -0.3% | -6.6 | 12.6% |
| 24 | COc1ccc(-c2nc(/C=C3\C(C)=Nc4ccccc43)c(O)o2)cc1 | -4.0% | -2.0 | -5.4 | ? | -3.4% | 0.2 | -7.6 | 8.4% | 0.2% | -7.7 | ? |
| 25 | CSc1nc2c(c(=O)n1-c1ccc(F)cc1)SCC2 | -1.5% | 11.5 | 1.5 | -5.1% | 3.3% | -5.0 | -16.2 | -1.1% | 3.1% | -8.7 | -6.6% |
| 26 | O=C(COC(=O)c1ccc2ncsc2c1)Nc1ncc(Cl)cc1Cl | 1.9% | -4.3 | -0.6 | -1.0% | -6.2% | 3.6 | -1.3 | 0.0% | -0.6% | 4.6 | 2.2% |
| 27 | COCCn1c(SCC(=O)Nc2ccc3[nH]c(=O)[nH]c3c2)nc2ccccc2c1=O | 0.3% | -14.5 | -1.2 | nt | -19.2% | 2.1 | 13.6 | 1.5% | 2.8% | 7.6 | -7.0% |
| 28 | CC(=O)N1c2ccc(S(=O)(=O)N(C)CC(=O)NC3CCCC3)cc2CC1C (stereo not given) | -0.5% | 12.4 | 0.6 | 18.5% | 2.2%[0.46 µM] | -0.4 | 2.5 | 4.9% | 0.5% | 8.3 | 30.9%[activator] |
| 29 | O=C(O)/C=C/C(=O)NCCc1ccc(Cl)cc1 | -0.5% | -1.2 | -2.5 | nt | 0.0% | -0.2 | -2.6 | -1.8% | -1.0% | -8.3 | -12.9% |
| 30 | CC(=O)N(C(C)=O)c1ncc2c([nH]c3ccccc32)c1C#N | 1.6% | -10.3 | -1.2 | 1.9% | -12.5% | 4.5 | -0.8 | -0.8% | -1.7% | 1.2 | 12.5% |
| 31 | CCC1Oc2ccccc2N(CC(=O)NCCCN2CCCCC2CC)C1=O (stereo not given) | -1.3% | 12.6 | 1.3 | -16.1% | 2.3% | -0.2 | 5.7 | -0.5% | -0.3% | 8.5 | 3.0% |
| 32 | Cc1ccccc1-c1nnc(-c2ccccc2)o1 | -1.7% | 3.6 | 8.8 | -2.2% | -17.8% | ? | -2.3 | -8.7% | 0.3% | -5.7 | 2.1% |
| 33 | CCc1cccc(C)c1NC(=O)CSc1n[nH]c(N)n1 | 1.8% | 11.2 | nt | nt | nt | nt | 3.0 | nt | 0.5% | 11.7 | nt |
| 34 | CCCCC(O)(CCN1CCOCC1)c1ccc(Cl)cc1 (stereo not given) | 6.2% | 1.7 | 0.4 | ? | -1.7% | 12.8 | 25.5 | 0.1% | 0.4% | -32.2 | -16.9% |
| 35 | COc1ccccc1C(=O)NNC(=O)c1sccc1-n1cccc1 | -0.4% | -17.8 | 0.1 | -16.4% | 8.1% | -4.0 | 11.4 | 6.0% | 0.1% | -11.2 | 9.3% |
